Source: PubChem BioAssay (several laboratories)
CCHF vOTU inh = blocks the CCHF virus ovarian tumor domain protease; CCHFV vOTU protease, Pep-AMC fluorescence; inhibition, % at 11.5 µM; 370,000 compounds, 0.55% hits; AID 651958; in the data active means inhibition above about 30%; further: 0% = vehicle wells with enzyme and 100% = no enzyme wells
TcdB GH inh = TcdB glycohydrolase inhibition | P18177 | inhibition, % at 9.99 µM | TcdB glycohydrolase enzymatic assay, plate reader | 350,000 compounds, 0.24% hits; in the data active means inhibition above about 10%
SSB-PriA inh = blocks PriA binding to SSB C-terminal tail. inhibition, % at 33 µM. 430,000 compounds, 0.6% hits. AlphaScreen SSBct-PriA binding, biotinylated peptide; in the data active means inhibition mostly above about 37%, no sharp cut-off; inactive means mostly below about 20%;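 further: plate controls were negative control peptide for no effect and reference peptide for full effect; strong numbers were not always called active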
Y pestis TopoI = blocks Yersinia pestis topoisomerase I activity; Y. pestis Topo-I cleavage product accumulation, plate reader; activity, % at 10 µM; 360,000 compounds, 0.064% hits; AID 504884; in the data active means activity above about 50%, passing the limit was not always enough; further: inactives centre near 2
Anthrax LF prot = anthrax lethal factor protease inhibition | P15917 | 360,000 compounds, 0.12% hits | multiplex microsphere protease cleavage assay, LF | inhibition, % at 10 µM; further: plate controls were buffer without enzyme for full effect and enzyme alone for no effect
Target sequence (P15917 whole entry, looked up): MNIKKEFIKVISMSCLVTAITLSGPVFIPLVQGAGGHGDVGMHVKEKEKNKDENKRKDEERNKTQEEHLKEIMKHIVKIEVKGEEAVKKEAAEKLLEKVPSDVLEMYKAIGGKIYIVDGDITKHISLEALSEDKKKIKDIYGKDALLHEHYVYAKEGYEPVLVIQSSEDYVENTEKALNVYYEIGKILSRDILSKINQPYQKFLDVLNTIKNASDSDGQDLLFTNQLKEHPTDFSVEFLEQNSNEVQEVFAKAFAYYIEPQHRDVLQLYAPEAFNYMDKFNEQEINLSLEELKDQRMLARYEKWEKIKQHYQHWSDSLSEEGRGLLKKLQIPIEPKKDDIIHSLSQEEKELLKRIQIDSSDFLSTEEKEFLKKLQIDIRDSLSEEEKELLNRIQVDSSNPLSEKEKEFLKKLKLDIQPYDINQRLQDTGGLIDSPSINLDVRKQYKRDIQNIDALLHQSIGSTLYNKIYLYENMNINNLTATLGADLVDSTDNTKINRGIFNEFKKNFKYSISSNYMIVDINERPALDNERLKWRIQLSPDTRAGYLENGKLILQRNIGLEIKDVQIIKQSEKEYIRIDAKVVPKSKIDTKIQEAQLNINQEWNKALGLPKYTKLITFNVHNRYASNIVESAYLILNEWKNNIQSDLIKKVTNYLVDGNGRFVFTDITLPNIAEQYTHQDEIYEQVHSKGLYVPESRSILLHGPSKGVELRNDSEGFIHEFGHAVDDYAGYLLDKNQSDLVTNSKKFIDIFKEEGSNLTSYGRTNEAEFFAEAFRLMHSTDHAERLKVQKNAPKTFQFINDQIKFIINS
BoNT A protease = blocks Botulinum neurotoxin A light chain protease | 360,000 compounds, 0.17% hits | inhibition, % at 10 µM | multiplex microsphere protease substrate cleavage, flow cytometry; further: plate controls were buffer without enzyme for full effect and enzyme alone for no effect
PfHsp40 rescue = compounds rescuing yeast from Plasmodium falciparum HSP40 toxicity. S. cerevisiae expressing PfHsp40, growth rescue, ATP luminescence. growth rescue, % at 12.5 µM. 340,000 compounds, 0.68% hits; in the data active means growth rescue above about 28%, passing the limit was not always enough;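 further: yeast W303a lacking pdr1 and pdr3 grown in galactose medium; growth measured after three days at 30 °C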
Vc quorum ag = induces V. cholerae light production without autoinducers; AID 588436; activation, % at 18.7 µM; V. cholerae BH1578 lux reporter, luminescence, 6 h; 350,000 compounds, 0.16% hits; in the data active means activation mostly above about 9.7%, no sharp cut-off; further: not every result past the cut was called active; inactives centre near 0; reference of the scale not given here
SARS 3CLpro inh = SARS-CoV 3CLpro protease inhibition; recombinant SARS-CoV 3CLpro, quenched FRET peptide cleavage; P0C6X7; AID 1706; 290,000 compounds, 0.14% hits; inhibition, % at 6 µM; in the data active means inhibition above about 12%
DUSP3 inh = blocks human VHR1 dual specificity phosphatase | AID 1654 | recombinant VHR phosphatase, pNPP absorbance | 290,000 compounds, 0.52% hits | inhibition, % at 13.3 µM; in the data active means inhibition above about 50%; further: some compounds called inactive have numbers as strong as hits
Target sequence (P51452 whole entry, looked up): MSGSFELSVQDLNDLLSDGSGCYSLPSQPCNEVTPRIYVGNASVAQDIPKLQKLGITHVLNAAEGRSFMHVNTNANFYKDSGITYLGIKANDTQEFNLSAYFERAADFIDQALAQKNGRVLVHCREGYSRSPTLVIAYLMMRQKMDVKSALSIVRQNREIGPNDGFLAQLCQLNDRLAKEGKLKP
The depositor's hits bear a star; i = inactive; nt = not tested or not shown; & = joins results of further samples. Unless noted, no stated cut-off is given here; in the data, active means inhibition above about 30%; inconclusive means no clear call, values can overlap the other calls; inactive means below that.

(1) CC(C)c1ccc2[nH]c3nc(SCC(=O)NC4CC4)nnc3c2c1
(2) S=C(NCCCc1ccccc1)Nc1ccc(Br)cc1
(3) CC(/C=N/Nc1nc(C)cc(=O)[nH]1)=C\c1ccccc1
(4) O=C(CN1CCN(C(=O)CCC(=O)N2CCC(c3ccccc3)=N2)CC1)Nc1cccc(F)c1
(5) COc1ccccc1C1Nc2cccc3cccc(c23)N1
(6) COC(=O)c1cc(S(=O)(=O)N2CCOCC2)ccc1Sc1ccccc1N
Screen / compound no.	1	2	3	4	5	6
CCHF vOTU inh	2	8	0	-2	9	12
Y pestis TopoI	28	13	-11	40	-19	38
BoNT A protease	1.9	0.3	-1.0	-0.6	0.0	-0.2
Anthrax LF prot	-1	-4	-2	-4	-12	-3
TcdB GH inh	1.1	1.0	1.0	-0.2	nt	nt
SSB-PriA inh	-15	-26	nt	nt	21	-14
PfHsp40 rescue	1.0	263*	0.6	nt	0.0	0.0
Vc quorum ag	-0.1	i	-5.6	-0.5	-0.4	i
DUSP3 inh	25	4	27	nt	15	3
SARS 3CLpro inh	3	6	4	nt	-1	-1

(7) CCC(=O)OCc1cc(=O)oc2ccc3ccccc3c12
(8) Cc1ccc(C(=O)NC(c2ccccc2)C(Cl)Cl)cc1 (stereo not given)
(9) CC(=O)Oc1ccc(N(c2ccccc2)S(=O)(=O)c2ccc(C)cc2)cc1
(10) CNC(=S)N(Cc1ccc(OC)cc1)Cc1cc2cccc(C)c2[nH]c1=O
(11) CCn1c(CNc2ccccc2Cl)nnc1SCC(=O)NCc1ccccc1
(12) CCCN(C(=O)COC(=O)CSc1ccc(C(N)=O)cc1[N+](=O)[O-])C1CCS(=O)(=O)C1 (stereo not given)
Screen / compound no.	7	8	9	10	11	12
CCHF vOTU inh	-232	5	-2	-11	-14	5
Y pestis TopoI	10	-1	26	17	19	-4
BoNT A protease	-1.1	0.4	1.2	0.2	-0.8	3.7
Anthrax LF prot	11	0	-7	4	-3	-4
TcdB GH inh	0.7	nt	1.3	-0.8	2.0	1.9
SSB-PriA inh	-36	-23	-5	-10	1	1
PfHsp40 rescue	2.3	0.4	-0.4	-0.4	-0.3	1.1
Vc quorum ag	-3.6	-0.8	-0.5	1.2	-0.4	-14
DUSP3 inh	17	12	24	9	29	nt
SARS 3CLpro inh	-6	2	3	0	6	nt

(13) CC(C)CNC(=O)C1(C)CCCN1C(=O)c1cccnc1 (stereo not given)
(14) O=C(CNC(=O)C1CCCCC1)NCc1ccco1
(15) O=S(=O)(O)c1cc(O)c(N=Nc2ccc(O)cc2O)c2ccccc12
(16) COC(=O)Cc1ccc(NC(=S)N2CCN(c3ccc(F)cc3)CC2)cc1
(17) CN(C)c1ccc(-c2csc(C(C)(O)c3ccccc3)n2)cc1 (stereo not given)
(18) O=C(NCc1ccccc1)C1c2ccccc2OCC(=O)N1CCc1ccccc1 (stereo not given)
Screen / compound no.	13	14	15	16	17	18
CCHF vOTU inh	2	-16	12	6	0	-8
Y pestis TopoI	8	7	-21	15	-11	nt
BoNT A protease	-0.1	-2.1	-2.1	-0.3	-0.5	0.3
Anthrax LF prot	0	1	-35	0	-12	-10
TcdB GH inh	-0.2	0.6	-5.8	nt	2.4	1.0
SSB-PriA inh	nt	14	87*	4	nt	nt
PfHsp40 rescue	nt	0.0	21	-1.1	nt	nt
Vc quorum ag	2.2	-3.6	i	2.4	-0.6	nt
DUSP3 inh	nt	21	nt	6	nt	nt
SARS 3CLpro inh	nt	1	nt	0	nt	nt

(19) OCCNc1nc(SCc2ccccc2)nc2sc3c(c12)CCC3
(20) Cc1cc(N2CCOCC2)nc2ccc(NC(=S)N3CCN(Cc4ccccc4)CC3)cc12
(21) CSc1ccc(S(=O)(=O)NC2CC3CCC2C3)cc1 (stereo not given)
(22) CC(C)CCc1c(O)nc(SCC(C)C)[nH]c1=O
(23) CCC1=Nc2cc(C(=O)NCc3ccco3)ccc2Sc2ccc(C)cc21
(24) CC(=O)Oc1ccc(N(C(C)=O)S(=O)(=O)c2ccc3ccccc3c2)cc1
Screen / compound no.	19	20	21	22	23	24
CCHF vOTU inh	5	-37	-4	1	14	-3
Y pestis TopoI	13	29	11	7	34	4
BoNT A protease	0.0	0.3	-2.6	-1.1	-1.5	-2.0
Anthrax LF prot	5	-2	-2	3	-2	6
TcdB GH inh	nt	-0.2	0.7	1.0	0.8	2.2
SSB-PriA inh	-3	1	-16	10	5	-6
PfHsp40 rescue	22	0.1	78*	1.2	1.7	0.0
Vc quorum ag	-0.3	-0.3	i	-0.2	-0.2	i
DUSP3 inh	30	6	19	6	2	15
SARS 3CLpro inh	-1	3	1	2	-1	2

(25) C=CCn1c(SCC(=O)c2ccc(Cl)cc2)nnc1-c1ccc2c(c1)OCO2
(26) COc1cc(NC(=O)C2CCN(S(=O)(=O)c3ccc(Cl)cc3)CC2)ccc1-n1cnnn1
(27) COc1ccc(C(=O)N/N=C/c2ccc(OC)c(CN3CCc4cc(OC)c(OC)cc4C3C)c2)cc1 (stereo not given)
(28) CC(C)(C)NC(=O)Cn1c(SCC(=O)NC2CCCCC2)nc2ccccc21
(29) Cc1cccc(C(=O)Nc2c3c(nn2C(C)(C)C)CS(=O)(=O)C3)c1
(30) Cc1ccc(S(=O)(=O)N2CCC(=O)N(C(COCc3ccc(Cl)cc3Cl)Cc3ccccc3)CC2)cc1 (stereo not given)
Screen / compound no.	25	26	27	28	29	30
CCHF vOTU inh	5	-5	-4	-8	-8	6
Y pestis TopoI	21	-4	3	3	2	10
BoNT A protease	0.1	1.4	0.5	-0.1	-0.3	-0.1
Anthrax LF prot	-1	-3	-10	1	-2	3
TcdB GH inh	-0.4	nt	1.0	nt	0.5	1.9
SSB-PriA inh	-7	-2	nt	-12	8	6
PfHsp40 rescue	1.4	-0.8	0.4	0.8	0.8	1.5
Vc quorum ag	0.8	1.7	-1.6	-0.4	-0.3	-1.0
DUSP3 inh	39	22	-6	14	24	11
SARS 3CLpro inh	3	-1	-8	4	-1	-2

(31) O=C(Cn1nnc2ccccc21)OCc1ccccc1
(32) COc1cccc(/C=C/c2nc(S(=O)(=O)c3ccccc3)c(N3CCC(C(N)=O)CC3)o2)c1
(33) CC(/C=C/c1ccccc1)=N\NC(=O)c1cc(C)nc2ccccc12
(34) CCOC(=O)CN1CC23C=CC(O2)C(C(=O)Nc2ccc(OCC)cc2)C3C1=O (stereo not given)
(35) S=c1[nH]nc(Cc2ccc(Br)cc2)n1/N=C/c1ccc(Cl)cc1
(36) CCOc1ccc(C(=O)NCc2ccc3c(c2)OCO3)cc1
Screen / compound no.	31	32	33	34	35	36
CCHF vOTU inh	14	-12	8	10	4	2
Y pestis TopoI	3	13	2	9	19	4
BoNT A protease	0.1	-0.2	-0.4	-1.0	-0.6	-0.4
Anthrax LF prot	-2	-3	15	-11	-2	8
TcdB GH inh	2.0	0.2	0.7	0.6	-0.2	0.8
SSB-PriA inh	-11	nt	nt	-7	nt	-2
PfHsp40 rescue	-0.3	nt	0.1	-1.6	3.8	-0.3
Vc quorum ag	i	-0.6	0.6	-0.3	i	-0.2
DUSP3 inh	12	nt	-22	24	13	-14
SARS 3CLpro inh	-1	nt	-6	2	3	1

Compound profiles (already shown):
Listed for `CCOC(=O)CN1CC23C=CC(O2)C(C(=O)Nc2ccc(OCC)cc2)C3C1=O` (stereo not given) → CCHF vOTU inh: 10; Y pestis TopoI: 9; BoNT A protease: -1.0; Anthrax LF prot: -11; TcdB GH inh: 0.6; SSB-PriA inh: -7; PfHsp40 rescue: -1.6; Vc quorum ag: -0.3; DUSP3 inh: 24; SARS 3CLpro inh: 2
Listed for `O=C(Cn1nnc2ccccc21)OCc1ccccc1` → CCHF vOTU inh: 14; Y pestis TopoI: 3; BoNT A protease: 0.1; Anthrax LF prot: -2; TcdB GH inh: 2.0; SSB-PriA inh: -11; PfHsp40 rescue: -0.3; Vc quorum ag: i; DUSP3 inh: 12; SARS 3CLpro inh: -1

More records:
(37) O=C1NC(=O)C(=Cc2cccc(OCCOc3ccccc3)c2)C(=O)N1
(38) CC(=O)N/C(=C\c1ccccc1)C(=O)OCC(=O)N(CC(C)C)c1c(N)n(Cc2ccccc2)c(=O)[nH]c1=O
(39) Cc1ccccc1Nc1ncnc2[nH]ncc12
(40) COc1ccc(NC(=O)C2CCCCN2N)cc1OC (stereo not given)
(41) COCCNC(=O)CCc1nnc2ccc(N3CCC(C)CC3)nn12
(42) Cc1nc(-c2cccc(NC(=O)c3ccc(-n4cccn4)cc3)c2)cs1
Screen / compound no.	37	38	39	40	41	42
CCHF vOTU inh	2	0	4	2	-16	13
Y pestis TopoI	2	-3	-2	5	-3	15
BoNT A protease	-2.2	3.6	-0.4	0.6	-2.2	4.0
Anthrax LF prot	-8	0	-6	1	7	1
TcdB GH inh	0.3	0.7	-1.3	nt	-0.1	0.7
SSB-PriA inh	-3	2	-4	-2	-10	7
PfHsp40 rescue	2.4	0.3	0.3	1.6	1.8	0.1
Vc quorum ag	2.1	i	i	2.0	0.8	i
DUSP3 inh	7	nt	nt	18	6	nt
SARS 3CLpro inh	3	nt	nt	-4	-6	nt

(43) O=C(NCc1ccccn1)C1CCC(=O)N1C1CCCCC1 (stereo not given)
(44) O=C(CN1C(=O)CCSc2ccc(S(=O)(=O)N3CCOCC3)cc21)Nc1cccc(F)c1
(45) Cc1ccc(C(C(=O)NC2CCCCC2)N(Cc2cccnc2)C(=O)C2COc3ccccc3O2)o1 (stereo not given)
(46) COC(=O)C1=C(N)Oc2cc(C)[nH]c(=O)c2C1c1cc(OC)c(OC)c(OC)c1 (stereo not given)
(47) COCCN1CCn2c(nc3cc(NC(=O)NC4CCCCC4)ccc32)C1
(48) CCn1c(/C=N/c2nc3ccccc3n2C)nc2ccccc21
Screen / compound no.	43	44	45	46	47	48
CCHF vOTU inh	-4	-3	28	3	-66	14
Y pestis TopoI	-5	-4	3	-6	12	5
BoNT A protease	0.2	0.4	0.2	0.1	9.0	-0.8
Anthrax LF prot	-3	3	-3	0	-69	-3
TcdB GH inh	0.2	-3.8	nt	nt	nt	1.6
SSB-PriA inh	104*	-18	5	-8	9	nt
PfHsp40 rescue	1.6	1.0	-1.8	0.1	0.4	-1.2
Vc quorum ag	-0.2	-4.6	-11	-0.4	i	i
DUSP3 inh	-21	8	0	8	3	45
SARS 3CLpro inh	2	-3	-4	6	-2	4

(49) Cc1nn(C(C)C(=O)NC2CC2)c(=O)c2nn(-c3ccccc3)c(C)c12 (stereo not given)
(50) CN(c1ccccc1)S(=O)(=O)c1cccc(NC(=O)c2ccc(=O)[nH]n2)c1
(51) CN(C)S(=O)(=O)c1cccc(NC(=O)c2cc(-c3cccs3)nn2-c2cccc(Cl)c2)c1
(52) CCN(CC)CCN(C(=O)c1ccc2c(c1)OCCO2)c1nc2c(Cl)cccc2s1
(53) CCN(C1CCS(=O)(=O)C1)S(=O)(=O)c1cccs1 (stereo not given)
Screen / compound no.	49	50	51	52	53
CCHF vOTU inh	-4	9	7	-5	-8
Y pestis TopoI	-3	8	-5	21	-2
BoNT A protease	1.5	-1.4	0.2	-1.3	-0.8
Anthrax LF prot	0	-11	2	-3	2
TcdB GH inh	-0.1	0.1	nt	1.9	nt
SSB-PriA inh	2	0	9	16&10	0
PfHsp40 rescue	0.3	0.2	0.3	6.8	-0.9
Vc quorum ag	-0.1	0.1	i	-0.3	i
DUSP3 inh	-28	nt	-6	28	17
SARS 3CLpro inh	8	nt	2	-1	-3

Only part of the results is shown; rates above refer to the full screens.
